Screens (PubChem BioAssay)
Kir21 block: Kir2.1 (mouse) channel inhibition; B-score at 10 µM; 310,000 tested, 0.85% active; HEK293-Kir2.1, FluxOR thallium flux fluorescence; active compounds read low; AID 1672;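 active = fluorescence ratio B-score at or below minus 3 SD of library scores, with starting-brightness B-score within 2 SD, cut at about -4.2 in these data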;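 also: channel flux triggered by added potassium and thallium sulfate stimulus; B-score of peak minus minimum fluorescence over baseline after thallium stimulus; more negative B-score means stronger Kir2.1 block with less thallium influx; some compounds called inactive have numbers as strong as hits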
Target sequence (P35561 whole entry, looked up): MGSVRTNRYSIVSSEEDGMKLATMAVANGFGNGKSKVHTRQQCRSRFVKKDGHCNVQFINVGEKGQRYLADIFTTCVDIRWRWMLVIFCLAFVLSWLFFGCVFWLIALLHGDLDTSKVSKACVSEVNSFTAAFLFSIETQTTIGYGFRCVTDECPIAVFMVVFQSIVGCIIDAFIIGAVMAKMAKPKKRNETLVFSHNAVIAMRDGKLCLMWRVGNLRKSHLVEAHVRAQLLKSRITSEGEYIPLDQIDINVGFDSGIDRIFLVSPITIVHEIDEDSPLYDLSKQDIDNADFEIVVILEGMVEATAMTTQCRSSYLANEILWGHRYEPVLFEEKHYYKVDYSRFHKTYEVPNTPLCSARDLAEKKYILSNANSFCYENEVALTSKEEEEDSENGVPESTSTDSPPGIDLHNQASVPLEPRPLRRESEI
KCNQ2 inh: KCNQ2 channel blockers in CHO-K1 cells – cell-based, FluxOR thallium flux, B-score, primary screen (AID 2156); O88943; 20 min; active compounds read low; B-score at 10 µM; 310,000 tested, 1.1% active;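 active = fluorescence ratio B-score at most minus 3 library SDs, with starting brightness B-score within 2 library SDs, cut at about -5.5 in these data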
* = called active by the depositor; i = inactive. This is a random part of the collection. Share with any hit: about 1.9%.

structure	KCNQ2 inh	Kir21 block
Cc1cccc(C)c1OCC(=O)NNC(=O)CCNC(=O)c1ccco1	i	0.01
COc1cc2c(cc1OC)CN(C(=O)c1ccc(S(=O)(=O)N(C)c3ccccc3)cc1)CC2	i	-1.6
COc1cc(Cl)c(C)cc1NC(=O)Cc1cccs1	i	-1.8
CN1CCN(C(=O)C2=C[C@H](C3CC3)C[C@H](OCc3ccc(CO)cc3)O2)CC1	i	0.65
CCOC(=O)N1CCN(C(=O)CN(Cc2ccc(Cl)cc2)S(=O)(=O)c2ccc(C)cc2)CC1	i	-0.47
CC(OC(=O)C1CCN(S(=O)(=O)c2ccc(Cl)cc2)CC1)C(=O)NC1CCCCC1C (stereo not drawn)	i	2
Cc1ccc(CC(=O)NCCN2CCOCC2)cc1	i	-0.01
COc1ccc(NC(=O)C2CCN(C(=O)c3cccs3)CC2)c(OC)c1	i	1.1
Cn1c(=O)n(Cc2ccccc2F)c(=O)c2c1nc1n2CCCN1CCc1ccccc1	i	-0.89
CCNS(=O)(=O)c1ccc(NC(=O)c2ccccc2OCC)cc1	i	-0.66
COC(=O)c1ccccc1S(=O)c1snnc1C (stereo not drawn)	i	0.19
Cc1ccc(N/C(=C\C(=O)c2ccccc2)C(=O)O)cc1	i	2.2
Cn1c(=O)c2c(nc(OCc3ccc4c(c3)OCO4)n2Cc2ccccc2Cl)n(C)c1=O	i	-2.5
O=C(CSc1ccc(Cl)cc1)N1CCN(c2ncc(C(F)(F)F)cc2Cl)CC1	i	0.6
Cc1c(CN2CCC(CO)(CCOc3ccccc3)CC2)[nH]c2ccc(Cl)cc12	i	0.91
COc1cc(C)c(C(=O)CC(=O)c2c(C)cc(OC)cc2C)c(C)c1	i	1.6
COc1cc(C)c(C)cc1S(=O)(=O)N1CCCc2ccccc21	i	-4.2
OCCN1CCN(Cc2ccc3ccccc3c2)CC1	i	0.32
O=C(CCn1c(=O)oc2ccccc21)Nc1nc2ccccc2s1	i	0.02
C=CCNC(=S)Nc1ccc(C)cc1[N+](=O)[O-]	i	-0.32
COCCNC(=O)c1cccc(OC2CCN(Cc3ccc(C(C)C)cc3)CC2)c1	i	-0.96
CCOc1ccc(N(CC(=O)OC)S(=O)(=O)c2ccc(OC)c(OC)c2)cc1	i	-0.18
O=C(NCC1CCNCC1)c1ccncc1	i	0.04
Cc1ccc(-n2c(-c3ccccc3)n[nH]c2=S)c(C)c1	i	0.25
O=C(C1CC1)N1CCCN(C(=O)C2CC2)CC1	i	-0.79
COC(=O)c1ccc(NC(=O)COc2coc(CN3CCc4ccccc43)cc2=O)cc1	i	-0.94
O=C1CSC(c2ccc(Cl)cc2)N1c1cccnc1 (stereo not drawn)	i	0.02
O=C(CSc1nnc(-c2cccs2)o1)N1CCCCC1	i	1
COc1cccc(OCC(O)CN2CCOCC2)c1 (stereo not drawn)	i	-1.1
C=CCOc1ccccc1CNCCCN1CCOCC1	i	-1.1
CCOc1ccccc1NC(=O)c1cc(S(=O)(=O)N2CCN(CC)CC2)ccc1Cl	i	-1.6
O=C(NCc1nnc(SCC(=O)N2CCN(c3ccccc3)CC2)o1)c1c(F)cccc1Cl	i	-1.9
O=C(CSc1nc(-c2cccs2)cc(C(F)(F)F)n1)NCc1ccccc1	i	0.01
CCC1CCCCN1c1nc(-c2ccncc2)nc2ccccc12 (stereo not drawn)	i	-2.3
Cc1ccc(NC(=O)Cn2nnc3ccccc3c2=O)cc1	i	1.4
CNC(=O)c1ccsc1NC(=O)c1ccc(S(=O)(=O)N2CCOCC2)cc1	i	0.3
O=C(C(=O)N1CCN(c2ccccc2F)CC1)c1c[nH]c2ccccc12	i	0.41
CC(C)N(C(=O)COC(=O)CNS(=O)(=O)c1ccccc1F)c1ccccc1	i	-1.1
Cc1cc(C)n(C(=O)/C(C#N)=C/N(C)C)n1	i	0.93
O=C(c1ccc(CS(=O)(=O)Cc2ccccc2)cc1)N1CCCCC1	i	0.36
O=C(NNc1cc(N2CCOCC2)nc(N2CCOCC2)n1)c1ccc(Cl)cc1Cl	i	-0.26
CCN(CC)S(=O)(=O)c1cccc(NC(=O)CC2CCCC2)c1	i	1.5
CSc1nc(=O)n2cccc(C)c2n1	i	0.15
O=C(NCc1cc(C(F)(F)F)cc(C(F)(F)F)c1)C1CC(c2ccc(C(F)(F)F)cc2)=NO1 (stereo not drawn)	i	0.56
FC(F)(F)c1ccc(C2[C@H]3CN(Cc4cccnc4)[C@H](c4ccccc4)C34CC2(c2cccnc2)C4)cc1 (stereo partly drawn)	-7.2*	-1.6
NC(=O)c1ccccc1OCC(=O)O	i	0.4
C=CCN1C(=O)/C(=c2\sc3nc(=O)c(Cc4ccccc4)nn3c2=O)c2ccccc21	i	0.01
Cc1cc(F)ccc1S(=O)(=O)N1CCCOC1CNC(=O)C(=O)NCC(C)C (stereo not drawn)	i	0.82
NC(=O)c1ccsc1NC(=O)C1CCN(S(=O)(=O)c2cccs2)CC1	i	1.6
COc1ccc(OC)c(NC(=O)C2C3CCC(O3)C2C(=O)O)c1 (stereo not drawn)	i	-2.7
O=C(NNC(=O)c1ccccc1F)c1ccc2nc[nH]c2c1	i	-2.6
Cc1cccc(N=C(N2CCOCC2)P(=O)(N2CCOCC2)N2CCOCC2)c1	i	-0.03
COc1ccccc1NC(=O)Nc1ccc(N2CCOCC2)cc1	i	0.81
CCn1c(Cc2ccccc2)nnc1SCC(=O)N1CCCC1=O	i	0.14
CCOc1ccccc1NC(=O)C1CCN(C(=O)Cc2ccccc2)CC1	i	0.22
Cn1c(Cc2ccc(Cl)cc2)nnc1SCC(=O)NC1CC1	i	1.4

Following part.
structure	KCNQ2 inh	Kir21 block
COc1cc2c(cc1OC)CN(C(=O)C1CCC(=O)N(CCCN3CCOCC3)C1)CC2 (stereo not drawn)	i	0.01
COc1ccc(C(=O)N/N=C/c2ccc(OC)c(COc3c(F)c(F)cc(F)c3F)c2)cc1	i	-0.08
Clc1ccc(COc2ccccn2)c(Cl)c1	i	0.67
CCCCn1nnnc1SCC(=O)NC1CCCCC1	i	1.1
O=C(COC(=O)/C=C/c1ccc(Cl)cc1Cl)Nc1ccc2c(c1)OCCO2	i	1.8
N#Cc1ccc(C(=O)CSc2n[nH]c(=O)n2-c2cccnc2)cc1	i	-0.08
Cc1c(C(=O)Nc2ccc(OCc3ccccc3)cc2)cccc1[N+](=O)[O-]	i	0.07
CC(=O)OCC1=C(C(=O)O)N2C(=O)C(NC(=O)c3ccc(F)cc3)C2SC1 (stereo not drawn)	i	-0.51
O=C(OCc1nc2ccccc2s1)[C@@H]1CCCN1S(=O)(=O)c1ccccc1F	i	-1.2
Cc1ccc(NC(=O)CC2SCCNC2=O)cc1Cl (stereo not drawn)	i	-0.68
Cc1cccc(Cn2cnc3c(sc4nc(C)cc(C)c43)c2=O)c1	i	1.1
Brc1ccc(OCc2ccccc2)c(CNCc2ccncc2)c1	i	-5.3*
COc1ccc(NS(=O)(=O)c2cc3c(cc2C)N(C(C)=O)CCO3)cc1OC	i	-0.01
CN(CC(=O)Nc1ccccc1-c1ccccc1)Cc1ccccc1Cl	-6.3*	0.47
CC(C)(C)c1ccc(C(=O)Nc2cccc(C(=O)N3CCOCC3)c2)cc1	i	-2.3
CC(=O)N1c2ccc(S(=O)(=O)NCCc3ccc(Cl)cc3)cc2CC1C (stereo not drawn)	i	-0.41
Cc1nn(-c2ccc(N3CCCCC3)nn2)c(C)c1CCC(=O)Nc1cc(F)ccc1F	i	-1.5
CON(C)c1nc(OCCNC(=O)OCc2ccc(Cl)cc2Cl)nc(N(C)C)n1	i	-4.3*
Fc1cccc(CN2CCN(c3nc4nonc4nc3NC3CC3)CC2)c1	i	-0.88
COc1cc(C)ccc1OCCOCCOc1ccc(C)cc1[N+](=O)[O-]	i	-1.2
CCCCOc1cccc(C(=O)Nc2ccc(S(=O)(=O)Nc3nnc(CC)s3)cc2)c1	i	-0.31
Cc1cccc(/N=C2/NC(=O)C(Cc3ccccc3)S2)n1 (stereo not drawn)	i	1
COCCCn1c(=O)/c(=C\c2ccccc2OC(F)F)s/c1=C(/C#N)C(=O)NC(C)C	i	-0.01
O=C(CCC(=O)N(CC(=O)NC1CCCC1)Cc1ccccc1)Nc1nccs1	i	-0.91
O=C(CCl)Nc1cccc2ncccc12	i	-0.81
CC(=O)N1CCN(c2ccc(C(N)=O)cc2[N+](=O)[O-])CC1	i	-0.67
O=S(=O)(c1cccc2cccnc12)N1CCc2ccccc21	i	0.2
CN(C)c1ccc(/C=N/N(CCC(=O)NC(C)(C)C)C2=NS(=O)(=O)c3ccccc32)cc1	i	-0.88
CC(=O)Nc1nnc(Cc2ccccc2)s1	i	-0.79
COc1ccc(-n2nc(C(N)=O)c(O)cc2=O)cc1	i	0.7
CS(=O)(=O)N1N=C(c2ccccc2)CC1c1ccc2c(c1)OCO2 (stereo not drawn)	i	-0.03
Cc1ccc(C(=O)NC(=S)N(C)Cc2ccccc2)cc1	i	2.2

Molecules from the list above with a thiophene ring, fused or not (7):
structure	KCNQ2 inh	Kir21 block
COc1cc(Cl)c(C)cc1NC(=O)Cc1cccs1	i	-1.8
COc1ccc(NC(=O)C2CCN(C(=O)c3cccs3)CC2)c(OC)c1	i	1.1
O=C(CSc1nnc(-c2cccs2)o1)N1CCCCC1	i	1
O=C(CSc1nc(-c2cccs2)cc(C(F)(F)F)n1)NCc1ccccc1	i	0.01
CNC(=O)c1ccsc1NC(=O)c1ccc(S(=O)(=O)N2CCOCC2)cc1	i	0.3
NC(=O)c1ccsc1NC(=O)C1CCN(S(=O)(=O)c2cccs2)CC1	i	1.6
Cc1cccc(Cn2cnc3c(sc4nc(C)cc(C)c43)c2=O)c1	i	1.1

The listing continues:
structure	KCNQ2 inh	Kir21 block
CC(C)c1ccc2occ(-c3nn[nH]n3)c(=O)c2c1	i	-0.44
C/C(N)=C(/C#N)C(=O)COC(=O)C1Cc2ccccc2CN1S(C)(=O)=O (stereo not drawn)	i	-0.48
COc1ccc(Cl)cc1S(=O)(=O)N(C)CC(=O)NCc1ccccn1	i	-0.02
Cc1cc(C)cc(NC(=O)N2CCCC2C(=O)Nc2ccc(-n3cnnn3)c(C)c2)c1 (stereo not drawn)	i	0.43
COCCN(C(=O)COC(=O)C1COc2ccccc2O1)c1c(N)n(Cc2ccccc2)c(=O)[nH]c1=O (stereo not drawn)	i	-1.2
C#Cc1ccc(C(=O)Nc2ccc(N3CCC(C)CC3)c(C(N)=O)c2)cc1	i	2.2
Cc1ccc(-c2nc(CS(=O)CC(=O)NCc3ccccc3)c(C)o2)cc1 (stereo not drawn)	i	-0.04
O=C(NC1CCCC1)c1ccccc1-c1ccccc1	i	-3.7
NS(=O)(=O)c1ccc(NC(=O)CN2CCN(S(=O)(=O)c3ccc(F)cc3)CC2)cc1	i	-0.04
C=CCc1cccc2cc(C(=O)N3CCN(C(=O)c4ccco4)CC3)c(=O)oc12	i	0.15
CCc1nccn1S(=O)(=O)c1cc(Br)ccc1OC	i	-3.1
NS(=O)(=O)c1ccc(C(=O)Nc2ccc(-c3nc4cccnc4s3)cc2)cc1	i	-0.34
COc1ccc(/C=N/NC(=O)c2c(C)nnn2-c2nonc2N)cc1OC	i	-0.81
COc1ccc(C(=O)C2CCCN(C(=O)COc3ccc(C(C)=O)cc3)C2)cc1F (stereo not drawn)	i	0.1
O=C(Nc1ncn[nH]1)c1ccc(Cl)c(S(=O)(=O)Nc2ccc(Cl)cc2)c1	i	-1.1
Cc1c(NC(=O)c2noc3c2CCc2ccccc2-3)c(=O)n(-c2ccccc2)n1C	i	1.3
CCOc1ccc(N(CC(=O)NCC2CCCO2)S(=O)(=O)c2ccc(Cl)cc2)cc1 (stereo not drawn)	i	0.75
OCCCCC#Cc1c(-c2ccsc2)sc2ccccc12	i	0.99
CCCn1c(C(C)Nc2nc(-c3ccc(C)cc3)cs2)nc2ccccc21 (stereo not drawn)	i	0.29
CCOCCc1nnc(NC(=O)Cc2c(F)cccc2Cl)s1	i	-0.37
Cc1cccc(N2CCN(Cc3cnc(Cl)s3)CC2C)c1 (stereo not drawn)	i	0.75
COc1cccc(N2CCN(C(=O)c3c(C)nn(-c4ccccc4)c3C)CC2)c1	i	-2.5
CC(C)(C)c1ccc(C(=O)Nc2ccc(Cl)cc2)cc1	i	0.04
CC(C)C(=O)NNc1nc2ccccc2s1	i	-0.01
C#CCSc1nnc(-c2ccc(OC)cc2)o1	i	0.51
Cc1ccc2cc(NC(=O)CC(CC(=O)O)c3ccccc3)ccc2n1 (stereo not drawn)	i	1.7
COc1ccccc1NC(=O)N(Cc1ccc2c(c1)OCO2)Cc1nc2ccccc2c(=O)[nH]1	i	-0.59
CCCN(Cc1nnc(-c2ccccc2Cl)o1)C(=O)c1ccc(C)c(S(=O)(=O)N2CCOCC2)c1	i	-2.9
Brc1cc(-c2ccccc2)nc(-c2ccccc2)n1	i	-1.6
Cc1cccc2cc(=O)[nH]c(C)c12	i	0.67
O=C(NCC1CCCO1)Nc1cc(Cl)cc(Cl)c1 (stereo not drawn)	i	1.7
O=C(NCCOc1ccccc1F)Nc1ccc(Br)cc1	i	1.1
